# NadD block: blocks S. aureus nicotinate mononucleotide adenylyltransferase; purified NadD enzyme, colorimetric absorbance read-out; inhibition, % at 20 µM; 360,000 tested, 0.78% active; in the data active = inhibition above about 26%; note: some compounds past the cut are filed as inactive
# LMPTP block: LMPTP (human) inhibition. P24666. recombinant LMPTP-A, OMFP fluorogenic substrate, fluorescence intensity. inhibition, % at 20 µM. 360,000 tested, 0.22% active. AID 651560;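 active = compounds that cut the enzyme signal by at least half of the control window in the single-dose screen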;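 note: plate controls were DMSO wells with enzyme plus substrate for no effect and substrate without enzyme for full effect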
# Target sequence (P24666 whole entry, looked up): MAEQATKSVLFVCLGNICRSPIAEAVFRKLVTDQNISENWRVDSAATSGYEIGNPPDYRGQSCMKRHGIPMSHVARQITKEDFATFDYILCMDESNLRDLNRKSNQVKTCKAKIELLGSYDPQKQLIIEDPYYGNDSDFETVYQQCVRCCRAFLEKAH
#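 Assay system: LMPTP-A enzyme. Input: 0.625 nM LMPTP-A final. Probe or stimulus: 400 µM OMFP. Compound dosing: single 20 µM dose. Schedule: 50 min dark incubation at room temperature. Detection: fluorescence intensity of OMFP turnover product. Read-out: percent inhibition versus substrate-only and uninhibited controls. Benchmarks: no-enzyme low control, uninhibited high control.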
# MT1-MMP act inh: blocks activation of human MT1-MMP; P50281; HT1080 RFP-PRO-GFP cells, GFP/RFP ratio fluorescence, overnight; percent of plate control window, DMSO zero; GFP/RFP ratio change, % at 20 µM; 360,000 tested, 0.061% active; AID 651647;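 active = GFP/RFP ratio change of at least 30% with cell ATP level not reduced by more than half and red fluorescence within 50% of control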; note: strong numbers were not always called active
#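 Test system: HT1080 cells expressing an RFP-PRO-GFP fluorescent reporter construct / Compound dosing: single-point 20 µM compound, 1% DMSO / Schedule: cells overnight before dosing, compound overnight, 37 °C, 5% CO2 / Evaluation: GFP/RFP fluorescence ratio / Control set: DMSO and RFP-L50D-GFP cell wells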
# DNMT1 inh: blocks human DNA methyltransferase DNMT1; P26358; DNMT1 molecular beacon, Hinp1I cleavage, fluorescence; inhibition (reported as % activation of signal), % at 10 µM; 360,000 tested, 0.83% active; AID 588458; in the data active = inhibition above about 50%
# Scp-1 inhibitor: inhibitors of human Scp-1 phosphatase; Q9GZU7; Recombinant Scp1, phosphopeptide, malachite green phosphate absorbance; inhibition, % at 20 µM; 340,000 tested, 0.88% active; AID 493091;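 active = inhibition above about 50% at 20 µM, limit read from the data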;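 note: plate controls were DMSO wells with enzyme for no effect and wells lacking enzyme for full effect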
# Target sequence (Q9GZU7 76-261 limits assumed): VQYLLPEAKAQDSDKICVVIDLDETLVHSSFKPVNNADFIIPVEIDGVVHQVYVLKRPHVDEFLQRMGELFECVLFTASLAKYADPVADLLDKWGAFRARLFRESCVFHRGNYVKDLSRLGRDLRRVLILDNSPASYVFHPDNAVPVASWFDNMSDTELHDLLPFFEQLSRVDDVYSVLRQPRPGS
#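 Material: truncated SCP-1 phosphatase (76-261aa) / Buffer or medium: 50 mM Tris acetate pH 5.5, 0.005% Tween-20, 10 mM MgCl2 / Compound dosing: one concentration, 20 µM, with 1.0% DMSO / Incubation: 45 min room-temperature reaction, 5 min colour, 30 min stabiliser / Detection: colorimetric free-phosphate detection, absorbance 630 nm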
# SKN-1 inh: inhibitors of C. elegans SKN-1; C. elegans VP596 Pgst-4::GFP/RFP ratio, acrylamide-induced, 24 h; inhibition, % at 21.8 µM; 360,000 tested, 0.49% active;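 active = interference check ratio from 0.5 to 1.5 plus GFP to RFP signal ratio inhibition reaching or exceeding a fixed threshold, cut at about 30% in these data, passing the limit was not always enough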; note: some compounds called inactive have numbers as strong as hits
# SUMO1-SIM PPI: modulators of human SUMO1-mediated protein-protein interactions; 360,000 tested, 0.33% active; P63165; inhibition, % at 20 µM; SUMO1 binding to a labelled peptide, TR-FRET, 1 h; in the data active = inhibition above about 37%
# Target sequence (P63165 whole entry, looked up): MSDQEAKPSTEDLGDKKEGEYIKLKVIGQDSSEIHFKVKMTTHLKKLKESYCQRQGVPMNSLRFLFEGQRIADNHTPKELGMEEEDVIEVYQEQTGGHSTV
# NRP1-CendR mod: NRP-1/CendR interaction modulation; O14786; FAM-RPARPAR peptide binding to NRP-1, fluorescence polarization; inhibition, % at 25 µM; 360,000 tested, 0.85% active; AID 602438;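 active = inhibition or corrected inhibition above about 18%, plus a signal ratio from 0.5 to 1.5, limit read from the data, passing the limit was not always enough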; note: strong numbers were not always called active
# Rpn11 inh: Rpn11 (human) deubiquitinase inhibition | human 26S proteasome, Ub4-pepOG fluorescence polarization; 20S core pre-blocked with epoxomicin | calls only at 20 µM | 360,000 tested, 0.59% active | O00487;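 active = inhibition at 20 µM, scaled to each plate's controls, above about 33%, limit read from the data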
# STEP inh: inhibitors of human striatal-enriched phosphatase STEP; P54829; recombinant STEP, OMFP fluorogenic substrate, fluorescence; inhibition, % at 20 µM; 360,000 tested, 0.25% active; AID 588621;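 active = inhibition at 20 µM, scaled per plate between control wells, above about 37%, limit read from the data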;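 note: 0% = DMSO with enzyme and substrate and 100% = substrate only without enzyme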
# Target sequence (P54829 whole entry, looked up): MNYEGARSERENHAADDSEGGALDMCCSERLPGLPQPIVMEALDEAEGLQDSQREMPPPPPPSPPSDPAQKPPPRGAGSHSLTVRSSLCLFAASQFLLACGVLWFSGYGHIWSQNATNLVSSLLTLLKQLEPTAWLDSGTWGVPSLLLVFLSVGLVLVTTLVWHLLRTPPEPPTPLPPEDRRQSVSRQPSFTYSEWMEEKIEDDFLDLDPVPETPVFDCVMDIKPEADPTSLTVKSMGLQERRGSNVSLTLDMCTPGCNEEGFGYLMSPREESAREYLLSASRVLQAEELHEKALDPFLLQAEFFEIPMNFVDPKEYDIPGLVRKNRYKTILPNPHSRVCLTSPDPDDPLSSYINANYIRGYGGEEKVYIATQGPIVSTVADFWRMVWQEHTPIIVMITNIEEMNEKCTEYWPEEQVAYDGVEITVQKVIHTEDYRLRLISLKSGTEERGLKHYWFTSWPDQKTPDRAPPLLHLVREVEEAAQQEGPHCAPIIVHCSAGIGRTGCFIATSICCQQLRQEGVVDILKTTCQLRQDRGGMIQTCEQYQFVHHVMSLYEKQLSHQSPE
#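 Measure: Control-normalized % inhibition with plate pattern correction | Test system: STEP phosphatase, cell-free reaction | Medium: pH 6.0 Bis-Tris with DTT and Tween 20 | Technique: Fluorescence, 480/540 nm | Times: Reaction 20 min, ambient temperature | Doses: Single compound dose of 20 µM, 1% DMSO final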
# * hit, by the source's call; i = inactive; nt = no result given.
SMILES,NadD block,LMPTP block,MT1-MMP act inh,DNMT1 inh,Scp-1 inhibitor,SKN-1 inh,SUMO1-SIM PPI,NRP1-CendR mod,Rpn11 inh,STEP inh
Cc1[nH]c(=O)[nH]c(=O)c1CSCC(=O)OCC(=O)Nc1ccccn1,-2,-1.3,0,1,-9,14,2,3,i,-1
CCCCCOC(=O)Nc1nnc(CCCCC)s1,-11,-0.1,5,3,2,-22,-3,4,i,1
Cc1ccc(S(=O)(=O)Cn2nnnc2C(C)N2CCN(C(=O)c3ccco3)CC2)cc1 (stereo not drawn),0,-1.4,5,-1,-9,4,-3,-3,i,-1
O=C(C1CC(=O)N(c2ccccc2)C1)N1CCC(c2nc3ccccc3[nH]2)CC1 (stereo not drawn),5,1.9,-1,-14,-3,8,0,-2,i,-1
CCCOP(=O)(c1ccc(N(C)C)cc1)C(O)c1ccc(N(C)C)cc1 (stereo not drawn),1,-1.2,4,-8,14,-27,-7,4,i,-3
O=C(Cc1ccccc1)NC(=S)Nc1ccc2oc(-c3ccccc3F)nc2c1,0,4.9,0,-5,-10,15,0,-4,i,3
CN(Cc1ccco1)c1ncnc2ccc(-c3ccc4c(ccn4C)c3)cc12,18,15,4,-16,14,2,-6,5,i,1
O=C(NCc1ccccc1)C(c1ccco1)N(C(=O)c1cnccn1)c1ccc(F)cc1 (stereo not drawn),5,1.8,13,-12,-4,13,5,0,i,1
COc1ccc2[nH]c(C(=O)N3CCN(Cc4ccccc4)CC3)cc2c1OC,1,-0.7,-2,0,-9,-29,-5,0,i,-2
COCc1nnc(NC(=O)CC(C)C)s1,0,0.0,2,-2,-1,-3,-1,-7,i,-2
Cc1nc(C)c(CC(=O)N/N=C/c2ccc(O)cc2)c(=O)[nH]1,-1,-0.9,4,-3,1,6,-1,8,i,0
CC(C)CN1CCC(=O)N([C@H](COc2ccccc2)c2ccccc2)CC1,0,-0.2,1,-2,-3,12,4,4,i,0
COc1ccc(C2=NOC(C(=O)Nc3cc(C)on3)C2)cc1 (stereo not drawn),6,0.3,-3,5,0,-9,0,-6,i,-2
CCOC(=O)c1ccc(NC(=O)C2=C(C)Nc3nc(CCCO)nn3C2c2ccc(OC)cc2)cc1 (stereo not drawn),-6,-0.9,-6,5,1,-24,-2,7,i,0
CC(=O)c1ccc(NC(=O)[C@@H]2CCCN2C2=NS(=O)(=O)c3ccccc32)cc1,0,-0.7,-1,-1,-3,20,-3,2,i,1

# 13 entries out of the list, ordered by formula weight, high to low.
SMILES,NadD block,LMPTP block,MT1-MMP act inh,DNMT1 inh,Scp-1 inhibitor,SKN-1 inh,SUMO1-SIM PPI,NRP1-CendR mod,Rpn11 inh,STEP inh
CCOC(=O)c1ccc(NC(=O)C2=C(C)Nc3nc(CCCO)nn3C2c2ccc(OC)cc2)cc1 (stereo not drawn),-6,-0.9,-6,5,1,-24,-2,7,i,0
O=C(NCc1ccccc1)C(c1ccco1)N(C(=O)c1cnccn1)c1ccc(F)cc1 (stereo not drawn),5,1.8,13,-12,-4,13,5,0,i,1
O=C(Cc1ccccc1)NC(=S)Nc1ccc2oc(-c3ccccc3F)nc2c1,0,4.9,0,-5,-10,15,0,-4,i,3
CC(=O)c1ccc(NC(=O)[C@@H]2CCCN2C2=NS(=O)(=O)c3ccccc32)cc1,0,-0.7,-1,-1,-3,20,-3,2,i,1
O=C(C1CC(=O)N(c2ccccc2)C1)N1CCC(c2nc3ccccc3[nH]2)CC1 (stereo not drawn),5,1.9,-1,-14,-3,8,0,-2,i,-1
COc1ccc2[nH]c(C(=O)N3CCN(Cc4ccccc4)CC3)cc2c1OC,1,-0.7,-2,0,-9,-29,-5,0,i,-2
CCCOP(=O)(c1ccc(N(C)C)cc1)C(O)c1ccc(N(C)C)cc1 (stereo not drawn),1,-1.2,4,-8,14,-27,-7,4,i,-3
CN(Cc1ccco1)c1ncnc2ccc(-c3ccc4c(ccn4C)c3)cc12,18,15,4,-16,14,2,-6,5,i,1
CC(C)CN1CCC(=O)N([C@H](COc2ccccc2)c2ccccc2)CC1,0,-0.2,1,-2,-3,12,4,4,i,0
Cc1[nH]c(=O)[nH]c(=O)c1CSCC(=O)OCC(=O)Nc1ccccn1,-2,-1.3,0,1,-9,14,2,3,i,-1
Cc1nc(C)c(CC(=O)N/N=C/c2ccc(O)cc2)c(=O)[nH]1,-1,-0.9,4,-3,1,6,-1,8,i,0
CCCCCOC(=O)Nc1nnc(CCCCC)s1,-11,-0.1,5,3,2,-22,-3,4,i,1
COCc1nnc(NC(=O)CC(C)C)s1,0,0.0,2,-2,-1,-3,-1,-7,i,-2

# (list continues)
SMILES,NadD block,LMPTP block,MT1-MMP act inh,DNMT1 inh,Scp-1 inhibitor,SKN-1 inh,SUMO1-SIM PPI,NRP1-CendR mod,Rpn11 inh,STEP inh
COC(=O)C(NC(=O)c1ccco1)(Nc1ccc(Br)cn1)C(F)(F)F (stereo not drawn),-2,0.8,-5,-4,6,0,2,5,i,-3
Cc1ccc(Cn2nnc3c(=O)[nH]c(C4CCN(C(=O)Cc5cccs5)CC4)nc32)cc1,2,0.9,4,0,3,-20,6,-16,i,-1
COc1ccc([N+](=O)[O-])cc1-c1[nH]c(-c2ccc(C(=O)O)cc2)nc1-c1ccccc1,3,0.0,2,-2,3,21,-9,-4,i,0
COCCCNC(=O)C[C@H]1C[C@H](C(=O)N2CCCCC2)[C@@]2(C)c3[nH]c4ccc(Cl)cc4c3CCN2C1=O,0,-1.7,-1,3,-4,-14,-2,-6,i,0
O=C(OCCOc1cccc(Cl)c1)c1cc(S(=O)(=O)N2CCOCC2)ccc1F,-6,1.5,-2,-3,-7,11,4,-2,i,1
Nn1cnc2scc(-c3cccs3)c2c1=O,-3,0.9,-1,6,-1,10,-4,3,i,4
COc1ccc(NS(=O)(=O)c2cccc(C(=O)N/N=C(/C)c3ccc(-n4ccnc4)cc3)c2)cc1,16,10,0,2,-10,-7,-2,-7,i,5
CCN=C1SC(CC(=O)NCCc2ccc(OC)cc2)C(=O)N1CC (stereo not drawn),-3,0.8,0,2,1,-2,2,-2,i,0
Cc1ccc(NS(=O)(=O)c2ccc(NC(=O)c3cccc(NC(=O)C(C)C)c3)cc2)cc1,6,2.4,0,-12,-9,-6,2,-5,i,-8
c1ccc(-c2cc3c(N4CCCC4)ncnc3s2)cc1,-1,1.2,4,5,3,-10,-17,-2,i,3
COc1ccc(CCNC(=O)Cn2cnc3c(cnn3-c3ccccc3Cl)c2=O)cc1OC,-8,-2.5,10,-2,-4,14,-3,6,i,-1
COCCNC(=O)C1(C)CCCN(C(=O)c2ccc(C(F)(F)F)cc2)C1 (stereo not drawn),-3,-2.2,2,0,nt,-5,4,13,i,-1
CC(=O)NNC(=O)c1nc(-c2ccccc2)c(C)o1,3,-1.4,3,1,-14,5,3,2,i,1
Fc1ccccc1COc1ccc(C(=S)N2CCCC2)cc1,-2,1.1,-4,-1,-9,4,1,-4,i,2
O=C(CNC(=O)c1ccccc1Br)NCC(c1ccco1)N1CCCCC1 (stereo not drawn),-3,-0.1,0,1,-2,-2,-2,2,i,-1
COc1ccc(S(=O)(=O)N(C)c2ccc(C(=O)Nc3cccnc3)cc2)cc1,-2,0.6,-4,1,-2,2,10,1,i,1
CCCNC(=O)Cn1nc([N+](=O)[O-])c([N+](=O)[O-])c1C,-3,-2.7,-1,2,1,-3,-18,3,i,-1
CCn1c(=O)c(C(=O)Nc2ncccc2C)c(O)c2ccccc21,10,0.6,2,-5,-5,14,8,2,i,-1
CC(C)(O)C(=O)NN(C(=O)c1ccccc1)c1ccc2ccccc2c1,-3,-0.5,3,-3,1,16,3,2,i,-11
O=C(O)c1ccccc1C(=O)Nc1cc(C(F)(F)F)ccc1N1CCCC1,1,2.9,3,-2,-3,19,-4,16,i,3
COCCN(C(=O)COC(=O)Cc1cccc(OC)c1)c1c(N)n(CC(C)C)c(=O)[nH]c1=O,1,-0.9,2,0,-2,11,2,12,i,2
C[C@@]12C(=O)Nc3ccc(Cl)cc3C(=O)N1[C@H]1c3cc(Br)ccc3OC[C@@H]1[C@@H]2c1ccccc1,5,1.4,-21,0,-11,14,-2,-8,i,-1
Nc1cc(=O)[nH]c(SCc2ccc(Cl)cc2)n1,-6,-0.7,4,0,-13,2,0,7,i,0
O=[N+]([O-])c1cccc(CSc2nnc(Cc3ccccc3)n2-c2ccc(F)cc2)c1,5,1.3,-2,5,18,1,-12,-3,i,-2
N/C(CSc1ccc(Cl)cc1)=N\NC(=O)c1ccncc1,-2,-0.3,-3,0,-4,-1,3,3,i,0
O=C(O)CCC(=O)N1CCc2c([nH]c3ccccc23)C1C(F)(F)F (stereo not drawn),-1,-0.9,1,-1,-5,6,1,-13,i,-1
O=C(COC(=O)COc1ccccc1)Nc1ccccc1OC(F)F,6,0.9,1,-2,-2,-8,-1,-3,i,0
CCN(CC)S(=O)(=O)c1ccc(Cl)c(NC(=O)COC(=O)C2CCCCC2)c1,-15,2.1,4,-1,-12,1,-5,-4,i,3
CC1CC(C)CN(S(=O)(=O)c2ccc3c(c2)CCN3C(=O)CCC(=O)O)C1 (stereo not drawn),-5,-1.7,-4,5,13,9,5,7,i,-3
COc1ccc(CNc2nc(SCc3cc(=O)n4cc(Cl)ccc4n3)nc3ccccc23)cc1,9,44,-12,1,6,-11,-16,-6,i,1
O=C(COc1ccc2c(c1)OCO2)NCc1cccs1,0,1.0,3,5,5,6,-2,1,i,-1
N=c1sccn1CC(=O)Nc1cc(S(=O)(=O)N2CCCC2)ccc1Cl,1,3.1,-4,-1,12,6,2,12,i,-4
Cc1cc(C)nc(SC2CCCCC2O)n1 (stereo not drawn),-5,-1.0,-6,1,-1,4,2,6,i,2
CCOC(=O)c1[nH]c2cc3c(cc2c1NC(=O)CN1CCC(C)CC1)OCO3,1,0.2,-4,-7,3,7,0,-3,i,2
COc1ccccc1/C=C/C(=O)OCCCN(C)C,0,-1.3,0,0,-3,5,-1,1,i,-4
Cc1nc(NC(=O)COc2ccccc2)sc1C(=O)Nc1cccc(Cl)c1,4,1.1,-1,-14,-5,1,-1,4,i,0
NC(=O)CCC(NC(=S)Nc1ccccc1)C(=O)O (stereo not drawn),-4,-1.6,-6,2,0,2,4,-5,i,1
CC(=O)Nc1sc2c(c1C#N)CCCCC2,-2,0.5,1,-1,1,18,-1,1,i,1

# Source: PubChem BioAssay
